hDAT+cocaine: changed hDAT dopamine uptake under cocaine IC80, either direction, primary screen, cocaine antagonist project, cell-based, LLC-PK1 hDAT, [14C]-dopamine uptake, MLSMR. Sodium-dependent dopamine transporter (Homo sapiens), Q01959. LLC-PK1 hDAT cells, [14C]-dopamine uptake with cocaine IC80; actives deviate in either direction. B-score at 10 µM. hit rate 1.3% among 110,000. AID 449768, 2010;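 active = Z score or B-score, a plate-position-corrected score, falls beyond the plate's 99.7% confidence bounds, in either direction; inactive = both scores lie inside the 99.7% bounds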;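 also: scored against the spread of the other compound wells on the same plate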
LYP inh 2: PTPN22 phosphatase inhibitors, primary screen, biochemical, DiFMUP fluorescence, 2 µM | Tyrosine-protein phosphatase non-receptor type 22 (Homo sapiens), Q9Y2R2 | recombinant LYP catalytic domain | inhibition, % at 2 µM | hit rate 0.21% among 96,000;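 active = inhibition at 2 µM at or above a set limit, the screen mean plus 3 SD, cut at about 24% in these data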;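 also: 0% = DMSO with enzyme and 100% = enzyme fully blocked by orthovanadate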
CYP2C9 inhib: blockers of cytochrome P450 2C9 activity – biochemical, luminescence, ADME assay, primary screen. hit rate 20% among 96,000. CYP2C9 Supersomes, luciferin-H conversion. AID 777, 2007. inhibition, % at 5 µM. P11712;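 active = blocking of liver enzyme CYP2C9 beyond about 50% at 5 µM, limit read from the data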; also: values of inactives mirror those of a sister screen read the other way
PostGolgi ctrl: growth inhibition of yeast control strain, primary screen, counter-screen for post-Golgi transport modulator project | AID 738, 2007 | hit rate 5% among 98,000 | efflux-deficient yeast background strain, growth absorbance A615, 16 h | inhibition, % at 10 µM
Pyk2 oligo antag: antagonists of Pyk2 self-association, primary screen, Q293 cells, FERM NanoBiT luminescence, HTS; Protein-tyrosine kinase 2-beta (Homo sapiens), Q14289; hit rate 0.83% among 99,000; active compounds read low; z-score (the deposit names both 25 µM and 10 µM); AID 1347419, 2020;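 active = Z-score of -3 or lower, scaled per plate to the spread of control and sample wells; inactive = z-score above -3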;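 also: negative z-score means lost luminescence so less FERM oligomerization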
Target sequence (Q14289 whole entry, looked up): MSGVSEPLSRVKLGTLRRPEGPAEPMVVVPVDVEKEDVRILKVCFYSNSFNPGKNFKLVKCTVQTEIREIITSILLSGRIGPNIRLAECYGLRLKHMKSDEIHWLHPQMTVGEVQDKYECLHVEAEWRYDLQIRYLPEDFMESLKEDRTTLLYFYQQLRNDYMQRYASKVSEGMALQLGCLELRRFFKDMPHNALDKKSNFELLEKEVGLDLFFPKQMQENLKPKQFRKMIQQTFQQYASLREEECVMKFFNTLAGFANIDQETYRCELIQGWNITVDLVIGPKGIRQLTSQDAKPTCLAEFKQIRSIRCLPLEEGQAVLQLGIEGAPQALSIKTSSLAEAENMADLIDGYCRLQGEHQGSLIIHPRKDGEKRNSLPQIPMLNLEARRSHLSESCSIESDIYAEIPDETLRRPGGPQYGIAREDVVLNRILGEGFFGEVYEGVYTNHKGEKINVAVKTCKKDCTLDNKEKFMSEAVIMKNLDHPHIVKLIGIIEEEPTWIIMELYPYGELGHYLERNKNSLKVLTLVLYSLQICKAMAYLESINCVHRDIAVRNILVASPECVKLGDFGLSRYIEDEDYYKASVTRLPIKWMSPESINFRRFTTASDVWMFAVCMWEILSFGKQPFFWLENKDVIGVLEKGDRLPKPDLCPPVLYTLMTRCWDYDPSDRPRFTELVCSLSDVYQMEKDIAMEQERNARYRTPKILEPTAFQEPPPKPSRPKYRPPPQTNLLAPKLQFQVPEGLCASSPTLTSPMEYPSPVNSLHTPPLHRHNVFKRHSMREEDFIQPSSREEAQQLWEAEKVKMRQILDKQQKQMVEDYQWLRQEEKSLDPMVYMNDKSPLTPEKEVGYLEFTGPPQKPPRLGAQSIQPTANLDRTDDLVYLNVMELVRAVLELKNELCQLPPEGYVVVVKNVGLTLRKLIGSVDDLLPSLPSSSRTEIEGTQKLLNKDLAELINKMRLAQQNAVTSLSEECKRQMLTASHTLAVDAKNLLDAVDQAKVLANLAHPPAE
PTPN22 act: LYP phosphatase activators, primary screen, biochemical, DiFMUP fluorescence, 2 µM | AID 697, 2007 | Tyrosine-protein phosphatase non-receptor type 22 (Homo sapiens), Q9Y2R2 | activation, % at 2 µM | recombinant LYP; 0 = plate median, 100 = signal doubled | hit rate 0.11% among 96,000;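 active = activation at 2 µM above a set limit, the mean plus 5 SD, cut at about 37% in these data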
CYP2C9 act: human CYP2C9 activators, primary screen, biochemical, luminescence. Cytochrome P450 2C9 (Homo sapiens), P11712. recombinant CYP2C9, luciferin-H conversion; active compounds read high; factor 1 = untreated enzyme, 0 = blocked. activation factor at 5 µM. hit rate 1.4% among 96,000. AID 1024, 2008;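 active = activation factor of 2 or more for CYP2C9 at a 5 µM dose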;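 also: 0 = sulfaphenazole-blocked wells and 1 = vehicle-only wells; values of inactives mirror those of a sister screen read the other way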
PostGolgi yeast: phenotypic screen on post-Golgi transport, primary screen; post-Golgi transport phenotypic cell assay; inhibition, % at 10 µM; hit rate 0.9% among 98,000; AID 739, 2007;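 also: yeast cells grown in 1536-well plates; yeast grown about 18 h at 30C before absorbance read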
E coli WT exp: growth inhibitors of wild-type E. coli, primary screen, strain BW25113, expanded library, OD600. hit rate 0.15% among 98,000. OD600 absorbance. AID 710, 2007. growth inhibition, % at 100 µM;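 active = growth inhibition above about 50% at one test dose, limit read from the data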;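 also: growth measured after 20 h incubation at 37 °C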
Numbers without * were called inactive. Rule as the data show it, unless noted: active = inhibition above about 30%; inactive = the rest.

For CC1=C(C)/C(=N/OC(=O)c2cccc([N+](=O)[O-])c2)C=CC1=O the results were hDAT+cocaine 0.3, LYP inh 2 6, Pyk2 oligo antag -0.46 and PTPN22 act -6.
For Oc1c(C(c2cccs2)N2CCN(c3ccccc3)CC2)sc2ncnn12 (centres undefined) the results were hDAT+cocaine 1.3, LYP inh 2 -1, PostGolgi ctrl 5, PTPN22 act -2, PostGolgi yeast 3 and E coli WT exp -3.
For CCOc1cc(S(=O)(=O)NC2CC(C)(C)NC(C)(C)C2)ccc1F the results were hDAT+cocaine -0.2, LYP inh 2 -5, CYP2C9 inhib -1, PostGolgi ctrl 10, Pyk2 oligo antag 0.74, PTPN22 act 0, CYP2C9 act 1, PostGolgi yeast 3 and E coli WT exp -6.
Screening COc1ccccc1NC(=O)CC1COc2ccccc2O1 (centres undefined) returned hDAT+cocaine -0.37, LYP inh 2 12, CYP2C9 inhib -21, PostGolgi ctrl 9, Pyk2 oligo antag 0.65, PTPN22 act -10, CYP2C9 act 1.2, PostGolgi yeast 4 and E coli WT exp 3.
`O=C(Oc1cc(-c2ccccc2)no1)c1cccc(C(F)(F)F)c1` gave hDAT+cocaine 0.01, LYP inh 2 0, CYP2C9 inhib 6, PostGolgi ctrl 10, Pyk2 oligo antag 0.75, PTPN22 act 0, CYP2C9 act 0.9, PostGolgi yeast -10 and E coli WT exp -16.
For C=CCn1c(Cc2cccs2)nnc1SC/C=C/c1ccccc1 the results were hDAT+cocaine 1.2, LYP inh 2 -1, CYP2C9 inhib 58*, PostGolgi ctrl 27, Pyk2 oligo antag -0.11, PTPN22 act 0, CYP2C9 act 0.4, PostGolgi yeast -8 and E coli WT exp -5.
CCSc1c(-c2ccccc2)nc2c(C)cccc2c1C(=O)O was read as hDAT+cocaine 0.8, LYP inh 2 1, CYP2C9 inhib 78*, PostGolgi ctrl 10, Pyk2 oligo antag 1, PTPN22 act 0, CYP2C9 act 0.2, PostGolgi yeast -2 and E coli WT exp 0.
COCCCn1c(C(C)C)nc2oc3cc(OC)ccc3c(=O)c2c1=O was read as hDAT+cocaine -0.79, LYP inh 2 0, CYP2C9 inhib 9, PostGolgi ctrl 5, Pyk2 oligo antag 0.91, PTPN22 act 1, CYP2C9 act 0.9, PostGolgi yeast -4 and E coli WT exp 7.
`CSc1nc(N)c2c3c(sc2n1)COC(C(C)C)C3` (centres undefined) gave hDAT+cocaine -1.1, LYP inh 2 -3, CYP2C9 inhib 12, PostGolgi ctrl 9, Pyk2 oligo antag 0.12, PTPN22 act 3, CYP2C9 act 0.9, PostGolgi yeast -5 and E coli WT exp -7.
`O=C(Nc1ccc(CN2CCOCC2)cc1)c1cc2ccccc2o1` gave hDAT+cocaine 1.3, LYP inh 2 -18, CYP2C9 inhib 30, PostGolgi ctrl 23, Pyk2 oligo antag 0.35, PTPN22 act 14, CYP2C9 act 0.7, PostGolgi yeast 38* and E coli WT exp 4.
Screening COc1ccc(C(=O)c2oc3ccc(OC)cc3c2N)cc1 returned hDAT+cocaine 0.017, CYP2C9 inhib 31, PostGolgi ctrl 24, CYP2C9 act 0.7, PostGolgi yeast 2 and E coli WT exp 4.
Screening CC(C)C(=O)NC(=S)Nc1ccc(S(=O)(=O)NC(C)(C)C)cc1 returned hDAT+cocaine 1.9, LYP inh 2 2, CYP2C9 inhib 50*, PostGolgi ctrl 10, Pyk2 oligo antag 0.84, PTPN22 act -5, CYP2C9 act 0.5, PostGolgi yeast 4 and E coli WT exp -3.
For Cc1ccc(S(=O)(=O)N2CC3CCCN3c3ccc(C(F)(F)F)cc32)cc1 (centres undefined) the results were hDAT+cocaine -0.82, LYP inh 2 9, CYP2C9 inhib 45, PostGolgi ctrl 10, Pyk2 oligo antag -1.2, PTPN22 act -5, CYP2C9 act 0.5, PostGolgi yeast -18 and E coli WT exp -7.
Screening O=C1CC(c2ccco2)CC(O)=C1C=NCCN1CCNCC1 (centres undefined) returned hDAT+cocaine -0.12, LYP inh 2 13, CYP2C9 inhib 7, PostGolgi ctrl 3, Pyk2 oligo antag 0.45, PTPN22 act -11, CYP2C9 act 0.9, PostGolgi yeast 6 and E coli WT exp -6.
O=C(NCc1ccccc1)C(Cc1ccccc1)NS(=O)(=O)c1cccc2nsnc12 (centres undefined) was read as hDAT+cocaine -0.95, LYP inh 2 1, CYP2C9 inhib 25, PostGolgi ctrl 19, Pyk2 oligo antag 0.25, PTPN22 act 2, CYP2C9 act 0.8, PostGolgi yeast 20 and E coli WT exp -2.
Screening CCOC(=O)c1sc(NC(=O)c2cc(-c3ccccc3)nc3ccccc23)c(C#N)c1C returned hDAT+cocaine -0.23, LYP inh 2 10, CYP2C9 inhib 49, PostGolgi ctrl 9, Pyk2 oligo antag -1.5, PTPN22 act -6, CYP2C9 act 0.5, PostGolgi yeast -11 and E coli WT exp -5.
For COc1ccc(OC)c(S(=O)(=O)NC2CCCCC2)c1 the results were hDAT+cocaine 0.026, LYP inh 2 11, CYP2C9 inhib 20, PostGolgi ctrl -7, Pyk2 oligo antag -0.71, PTPN22 act -12, CYP2C9 act 0.8, PostGolgi yeast 2 and E coli WT exp -3.
For Cc1ccc(Oc2nc(C(F)(F)F)nc3ccccc23)cc1 the results were hDAT+cocaine 0.6, LYP inh 2 -3, CYP2C9 inhib 1, PostGolgi ctrl -3, Pyk2 oligo antag -0.05, PTPN22 act 7, CYP2C9 act 1, PostGolgi yeast -4 and E coli WT exp 0.
`O=S(=O)(c1cccs1)N1CCC(Cc2ccccc2)CC1` gave hDAT+cocaine -0.14, LYP inh 2 5, CYP2C9 inhib 20, PostGolgi ctrl 35*, Pyk2 oligo antag -0.98, PTPN22 act -3, CYP2C9 act 0.8, PostGolgi yeast -5 and E coli WT exp -15.
For CC(NC(=O)NC1CCCCC1)C(c1cccs1)N1CCOCC1 (centres undefined) the results were hDAT+cocaine -0.056, PostGolgi ctrl 5, PostGolgi yeast 2 and E coli WT exp 2.

Overlap with the part before: two compounds; new compounds follow.
`O=S(=O)(c1cccs1)N1CCC(Cc2ccccc2)CC1` gave hDAT+cocaine -0.14, LYP inh 2 5, CYP2C9 inhib 20, PostGolgi ctrl 35*, Pyk2 oligo antag -0.98, PTPN22 act -3, CYP2C9 act 0.8, PostGolgi yeast -5 and E coli WT exp -15.
For CC(NC(=O)NC1CCCCC1)C(c1cccs1)N1CCOCC1 (centres undefined) the results were hDAT+cocaine -0.056, PostGolgi ctrl 5, PostGolgi yeast 2 and E coli WT exp 2.
Screening CCOC(=O)c1c(NC(=O)/C=C/c2ccc3c(c2)OCO3)sc(C)c1C returned hDAT+cocaine -1.9, LYP inh 2 -4, CYP2C9 inhib 11, PostGolgi ctrl -6, PTPN22 act 8, CYP2C9 act 0.9, PostGolgi yeast -6 and E coli WT exp 7.
CCSc1nncn1/N=C/c1ccc(OC)c(OC)c1 was read as hDAT+cocaine 0.75, LYP inh 2 15, CYP2C9 inhib 3, PostGolgi ctrl -12, Pyk2 oligo antag 0.81, PTPN22 act -9, CYP2C9 act 1, PostGolgi yeast -8 and E coli WT exp -7.
CC(=O)c1c(C)[nH]c(C(=O)OCC(=O)N2CCN(S(=O)(=O)c3ccc(C)cc3C)CC2)c1C was read as hDAT+cocaine 0.66, LYP inh 2 6, CYP2C9 inhib 50*, PostGolgi ctrl -2, Pyk2 oligo antag -1.6, PTPN22 act -7, CYP2C9 act 0.5, PostGolgi yeast 12 and E coli WT exp 1.
COc1ccc(-c2oc(/N=C/N3CCOCC3)c(C#N)c2-c2ccc(OC)cc2)cc1 was read as hDAT+cocaine 2, LYP inh 2 6, CYP2C9 inhib 90*, PostGolgi ctrl 9, Pyk2 oligo antag -3.6*, PTPN22 act -8, CYP2C9 act 0.1, PostGolgi yeast 10 and E coli WT exp -3.
Screening CCOc1ccc(Nc2nc(Cc3nnc(SCC(=O)NC4CCCCC4)n3C)cs2)cc1 returned hDAT+cocaine 3.8, LYP inh 2 4, CYP2C9 inhib 91*, PostGolgi ctrl 8, Pyk2 oligo antag 0.38, PTPN22 act -4, CYP2C9 act 0.1, PostGolgi yeast -1 and E coli WT exp 11.
CCCCSc1nc(O)c(C2OC(=O)c3c2ccc(OC)c3OC)c(=O)n1-c1ccccc1 (centres undefined) was read as hDAT+cocaine -0.00032, LYP inh 2 12, CYP2C9 inhib 14, PostGolgi ctrl 7, Pyk2 oligo antag 1.8, PTPN22 act -11, CYP2C9 act 0.9, PostGolgi yeast -5 and E coli WT exp 2.
COC(=O)C1=C(Nc2ccc(C)cc2)C=C(C)C(C(=O)OC)C1c1cccc(OC)c1 (centres undefined) was read as hDAT+cocaine 2, LYP inh 2 2, Pyk2 oligo antag -1 and PTPN22 act -2.
For COc1ccc(Cl)cc1S(=O)(=O)N1CCN(CC(=O)C(C)(C)C)CC1 the results were hDAT+cocaine -0.29, LYP inh 2 -2, CYP2C9 inhib -142, PostGolgi ctrl 4, Pyk2 oligo antag 0.31, PTPN22 act -1, CYP2C9 act 2.4*, PostGolgi yeast -2 and E coli WT exp 3.
Screening Cc1ccc(S(=O)(=O)N2CCC(C(=O)N[C@H](C(=O)NC3CCS(=O)(=O)C3)C(C)C)CC2)cc1 (some centres undefined) returned LYP inh 2 8, CYP2C9 inhib -10, PostGolgi ctrl 8, Pyk2 oligo antag -0.08, PTPN22 act -10, CYP2C9 act 1.1, PostGolgi yeast -1 and E coli WT exp -7.
`N/C(=N\OC(=O)c1cccc(Br)c1)c1ccccc1` gave hDAT+cocaine 0.37, LYP inh 2 -7, CYP2C9 inhib -1, PostGolgi ctrl 9, Pyk2 oligo antag -0.21, PTPN22 act 11, CYP2C9 act 1, PostGolgi yeast -3 and E coli WT exp 8.
For Cn1c(=O)oc2cc(S(=O)(=O)NCCC(=O)NC3CCCc4ccccc43)ccc21 (centres undefined) the results were hDAT+cocaine -1, CYP2C9 inhib 10, PostGolgi ctrl -7, Pyk2 oligo antag 0.26, CYP2C9 act 0.9, PostGolgi yeast -3 and E coli WT exp 4.
Screening O=C(CN(c1ccc(F)cc1)S(=O)(=O)c1ccc2c(c1)OCCO2)Nc1ccccc1 returned hDAT+cocaine -0.17, LYP inh 2 -5, CYP2C9 inhib 65*, PostGolgi ctrl 7, Pyk2 oligo antag -2.6, PTPN22 act 7, CYP2C9 act 0.4, PostGolgi yeast 33* and E coli WT exp 2.
For COc1cccc(OC)c1C(=O)N1CCN(Cc2ccncc2)CC1 the results were hDAT+cocaine 0.038, LYP inh 2 3, CYP2C9 inhib 63*, PostGolgi ctrl 0, Pyk2 oligo antag -0.18, PTPN22 act -6, CYP2C9 act 0.4, PostGolgi yeast 0 and E coli WT exp -10.
For CCN(CC)S(=O)(=O)c1ccc(S(=O)(=O)Nc2cc3c(cc2C(C)=O)OCO3)cc1 the results were hDAT+cocaine 0.86, LYP inh 2 -4, CYP2C9 inhib 97*, PostGolgi ctrl 6, Pyk2 oligo antag 0.59, PTPN22 act 0, CYP2C9 act 0, PostGolgi yeast 10 and E coli WT exp -5.
Screening Cc1nnc(SCc2ccc(CC(=O)O)cc2)o1 returned hDAT+cocaine 0.039, LYP inh 2 -5, CYP2C9 inhib -1, PostGolgi ctrl 11, Pyk2 oligo antag 0.38, PTPN22 act 4, CYP2C9 act 1, PostGolgi yeast 2 and E coli WT exp -9.
Screening CN(C)C(=O)c1nc(C#N)c(N(C)C)o1 returned hDAT+cocaine -0.49, CYP2C9 inhib -17, PostGolgi ctrl -6, Pyk2 oligo antag 0.2, CYP2C9 act 1.2, PostGolgi yeast -7 and E coli WT exp -10.

Assay outcomes as filed in PubChem BioAssay.
